UBC9 SUMO inh: inhibitors of human SUMOylation (UBC9); HTRF SUMOylation assay, SAE1/SAE2 + UBC9, in vitro; inhibition, % at 35 µM; 290,000 tested, 0.36% active; in the data active = inhibition above about 50%, passing the limit was not always enough; also: strong numbers were not always called active
Target sequence (P63279 whole entry, looked up): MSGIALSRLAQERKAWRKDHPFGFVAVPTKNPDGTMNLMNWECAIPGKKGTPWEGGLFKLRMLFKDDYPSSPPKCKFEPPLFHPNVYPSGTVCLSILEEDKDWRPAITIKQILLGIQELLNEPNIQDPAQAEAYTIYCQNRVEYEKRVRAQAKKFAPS
DNA FID counter: fluorescent intercalator displacement, NS3 helicase counter-screen; DNA fluorescent intercalator displacement, fluorescence; inhibition, % at 7.9 µM; 290,000 tested, 0.17% active; AID 1845; in the data active = inhibition above about 37%;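 also: 0% = vehicle and 100% = reference compound; higher means more ethidium bromide displaced from hairpin DNA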
MEKK2wt PB1 HTS: raises or lowers MEK5 binding to wildtype human MEKK2 PB1 domain | Q9Y2U5 | bead flow cytometry, Alexa488-MEK5 binding to MEKK2 WT; actives lie on both sides | binding response (% of control), % at 10 µM | 290,000 tested, 1.1% active; in the data active = binding response below about 67% or above about 130%
VIM-2 inhibitor: inhibitors of Pseudomonas aeruginosa VIM-2 metallo-beta-lactamase. purified VIM-2, nitrocefin hydrolysis, epi-absorbance fluorescence. 290,000 tested, 0.89% active. inhibition, % at 5.6 µM;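 active = inhibition above the mean of all tested compounds plus 3 SD, cutoff set per screening run, cut at about 7.5% in these data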;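 also: red hydrolysis product quenches plate fluorescence so inhibitors raise well fluorescence; 0% = enzyme with DMSO and 100% = DMSO without enzyme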
MEKK2 mut-MEK5: signal of MEK5 binding to mutant human MEKK2 PB1 domain; percent response, % at 10 µM; AID 1530; bead flow cytometry, Alexa488-MEK5 binding to MEKK2 mutant; 290,000 tested, 0.35% active; in the data active = percent response above about 24%, passing the limit was not always enough; also: inactives centre near 1; some results filed as inactive read as strong as hits
NALP1 yeast inh: blocks the NALP1 inflammasome reconstituted in yeast; S. cerevisiae NALP1/ASC/caspase-1 growth, X-gal OD620, 72 h; inhibition, % at 10 µM; 280,000 tested, 0.61% active; AID 2071; in the data active = inhibition mostly above about 24%, no sharp cut-off; inactive = mostly below about 32%; also: some compounds called inactive have numbers as strong as hits
HCV NS3 hel inh: inhibitors of Hepatitis C virus NS3 helicase. inhibition, % at 10.9 µM. NS3 helicase DNA unwinding, Cy5 molecular beacon fluorescence. 290,000 tested, 0.56% active;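 active = inhibition above the mean of all tested compounds plus 3 SD, set per campaign, cut at about 35% in these data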;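 also: 0% = DMSO wells and 100% = thioflavine S control wells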
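System: NS3 helicase fragment of HCV / Schedule: 1 h at 25 °C / Control set: DMSO alone as 0% and 110 µM thioflavine S as 100% / Reagent: Cy5/quencher beacon DNA duplex and ATP to start / Technique: Cy5 fluorescence / Replication: singlicate / Evaluation: % inhibition of end-to-start signal ratio versus controls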
IMP-1 inh: blocks Pseudomonas aeruginosa IMP-1 metallo-beta-lactamase; purified IMP-1, nitrocefin hydrolysis, epi-absorbance fluorescence; inhibition, % at 5.6 µM; 290,000 tested, 0.45% active;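 active = inhibition above the mean plus 3 SD of all compounds in the same screening run, cut at about 4.5% in these data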;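 also: 0% = IMP-1 with DMSO and 100% = DMSO wells lacking enzyme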
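Assay system: purified IMP-1; Quantity: IMP-1 0.2 nM before substrate addition; Medium: HEPES buffer pH 7.1 with ZnSO4 and Brij 35; Incubation: 15 min enzyme–compound preincubation, then 25 min nitrocefin reaction, 25 °C; Signal: fluorescence quenching readout, ex 480/em 530 nm; Controls: DMSO with and without IMP-1; Repeats: singlicate testing.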
PfM18AAP inh: blocks P. falciparum M18 aspartyl aminopeptidase | 290,000 tested, 1.2% active | AID 1822 | recombinant PfM18AAP, H-Glu-NHMec fluorogenic cleavage | inhibition, % at 7.35 µM;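 active = inhibition above the campaign mean inhibition over all tested compounds plus 3 SD, cut at about 28% in these data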;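 also: 0% = plate median of test compound wells and 100% = 2 mM ZnCl2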
* marks the source's active call; other numbers are inactive results; · = no result given.

SMILES	UBC9 SUMO inh	DNA FID counter	MEKK2wt PB1 HTS	VIM-2 inhibitor	MEKK2 mut-MEK5	NALP1 yeast inh	HCV NS3 hel inh	IMP-1 inh	PfM18AAP inh
Cc1c(NC(=O)c2c(F)c(F)c(F)c(F)c2F)c(=O)n(-c2ccccc2)n1C	2	-3	100	-5.9	2	7	2	-4.1	3
COC(C(=O)Nc1ccnn1C1CCN(Cc2cnn(C)c2)CC1)c1ccccc1 (stereo not drawn)	-2	-1	106	0.2	6	13	-4	-1.8	0
CN(CCc1ccccn1)C(=O)CC1C(=O)NCCN1Cc1ccc(-c2ccccc2)cc1 (stereo not drawn)	3	-38	100	-3.4	-1	0	6	-4.2	-1
COc1cc(OC)cc(-c2nnc(SCc3ccc(C(=O)O)cc3)o2)c1	7	-38	104	-2.5	5	0	-13	-3.4	-19
O=C(NC(Cc1ccccc1)C(=O)N1CCc2ccccc2C1)c1ccccc1 (stereo not drawn)	-14	-36	106	-2.6	2	23	-10	-3.0	4
COC(=O)C1=C(NC(=O)CCCCl)CCS1	1	0	99	-1.0	-16	22	11	0.4	-6
COc1ccc(/C=C2\SC(=O)N(CCC(=O)N3CCN(C)CC3)C2=O)cc1	3	7	107	-0.3	5	15	-8	-6.1	7
CC(NC(=O)C1CC1)C(c1cccs1)N1CCN(c2ccccc2)CC1 (stereo not drawn)	10	-9	114	-1.6	14	12	-4	-3.4	2
CC1CC(C)CN(CCOc2ccc(Br)cc2)C1 (stereo not drawn)	3	9	108	-2.5	3	30	-3	-2.2	-5
COc1cc(NC(=S)NC(=O)c2ccc(C(C)(C)C)cc2)ccc1NC(=O)c1cccs1	-2	0	103	-0.5	1	15	-2	-4.0	-2
CC(NC(=O)CNC(=O)C1CCCCC1)c1cccc(Cl)c1 (stereo not drawn)	4	-15	97	-2.0	3	2	4	0.3	2
CCC(=O)Nc1cc(C(=O)OCC(=O)c2ccccc2Cl)ccc1C	18	-15	98	-1.5	-7	0	-4	-3.7	-5
Nc1cc([N+](=O)[O-])ccc1N1C(=O)CCCC1=O	15	2	101	-2.4	3	30	-3	-0.6	0
Cc1ccc(S(=O)(=O)Nc2ccc(Cl)cc2)cc1NC(=O)c1cc2c(s1)CCCC2	-8	-10	122	0.7	0	36	-13	-3.0	-7
CC1=C(C(=O)OC(C)C)C(c2cccnc2)n2ncnc2N1 (stereo not drawn)	10	-4	119	-4.8	16	16	-1	-4.5	4
COc1cc(OC)c2nc(C)c3c(c2c1)N(c1ccc(O)cc1)CC3	-27	-6	·	57*	·	5	-1	-1.4	5
CC(=O)c1ccc(N=Nc2ccc(N(C)C)cc2)cc1	12	1	103	-1.1	-1	1	-2	-4.2	3
COc1ccc(-c2nnc(SCC(=O)N3CCOCC3)n2C)cc1OC	12	-4	96	2.2	1	-2	2	-1.3	-12
CC(C)CC(N=Cc1c(O)c2ccccc2oc1=O)C(=O)O (stereo not drawn)	2	-31	93	-2.0	-2	4	31	-4.3	5
CCOC(=O)C(C)Oc1cccc2c(=O)n(CC(=O)NCc3ccccc3)ccc12 (stereo not drawn)	-5	-29	95	-2.5	-10	·	-6	-1.4	6
N#Cc1nc(-c2ccc(Cl)cc2)oc1NCc1ccco1	14	-9	101	-2.1	7	9	-8	-1.6	5
Cn1c(C(=O)N2CCN(c3ncccn3)CC2)cc2c(=O)n(C)c3ccccc3c21	-7	-21	100	5.2	1	27	1	-0.3	8
COc1cccc(C(=O)Nc2c(C)nn(-c3ccccc3)c2C)c1	15	-10	98	-4.1	-5	13	5	-2.4	4
COc1cc(S(=O)(=O)N2CCC(c3nc4ccccc4s3)CC2)ccc1S(=O)(=O)N1CC(C)CC(C)C1 (stereo not drawn)	9	-1	99	-0.1	0	-1	-5	-2.2	-6
CCOc1ccc(C(=O)Nc2ccc(CN3CCOCC3)cc2)cc1Br	-4	7	102	-0.8	2	11	-43	-3.7	3
Cc1cc(/C=N/NC(N)=O)c(C)c(CO)c1	9	4	·	-3.5	·	12	1	-1.8	1
Oc1ccc2ccccc2c1N=Nc1nccs1	-24	-6	95	-4.9	1	60*	4	-5.3	16
Cc1ccc(C(=O)NNC(=O)C2CC2)cc1Br	9	-5	107	-0.7	5	9	3	-0.6	-16
CCC1CCCCN1CCNC(=O)CCS(=O)(=O)c1ccc(Br)cc1 (stereo not drawn)	7	0	96	0.4	4	-134	0	-2.6	0
O=C(N/N=C/c1cccnc1)C(O)c1ccccc1 (stereo not drawn)	-3	-3	110	-4.4	1	18	6	-2.2	-1
Cc1ccc(/C(N)=N/OC(=O)c2ccc(C)cc2Cl)cc1	-14	-2	104	-2.5	3	36	10	-0.8	-1
Cc1cccc(OS(=O)(=O)NC(=O)OCC2CCCN3CCCCC23)c1 (stereo not drawn)	-27	2	103	-2.1	4	-1	5	-3.6	1
CN(C)S(=O)(=O)n1cc(/C=C(\NC(=O)c2ccccc2F)C(=O)N2CCOCC2)c2ccccc21	0	-34	102	-2.8	2	24	1	-1.1	2
N#Cc1ccccc1S(=O)(=O)N1CCN(S(=O)(=O)c2ccc(Br)c(C(=O)O)c2)CC1	-2	-18	101	1.1	0	5	-3	-0.5	-5
Cc1nc(N2CCN(C)CC2)c2c(C)c(C(=O)Nc3ccc(F)cc3)sc2n1	28	22	104	3.4	-2	16	-6	-2.9	2
Cc1ccccc1CSCC(=O)N/N=C/c1cccs1	-14	-6	98	-1.2	0	-5	-9	-2.2	0
O=C(c1ccc2nc(N3CCOCC3)sc2c1)N1CCC(Cc2ccccc2)CC1	9	-42	113	-2.1	4	-1	-19	-4.0	2
S=c1[nH]ncn1/N=C/c1ccc(Br)cc1	34	1	101	-3.5	3	14	-1	-0.9	17
CCCCC(=Nc1ccccc1OC)C1=C(O)CC(c2ccccc2)CC1=O (stereo not drawn)	-1	-1	98	-3.0	-1	26	-14	-2.5	0
COc1ccc(C(=O)NC(=O)COC(=O)c2ccc3ncsc3c2)cc1	68*	-3	92	0.6	-2	35	9	-3.8	10
COc1cc(/C=N/NC(=S)NCCN2CCOCC2)ccc1O	1	1	100	-3.6	3	-9	6	-1.5	11
O=C(c1ccccc1-c1ccccc1)N1CCOCC1	16	2	101	-0.4	3	-2	-5	-0.7	0
c1ccc(CSc2nnc(-c3ccco3)n2Cc2ccccc2)cc1	8	-32	102	0.0	3	13	-5	-1.5	3
O=C(N/N=C\C=C\c1ccc2c(c1)OCO2)c1cccnc1	11	-6	109	-2.7	1	28	4	-2.2	-8
COc1ccccc1Cn1c(=S)[nH]c2cc(C(=O)NCc3cccnc3)ccc2c1=O	7	-8	92	-4.8	-4	2	-7	-2.8	3
COc1cccc([C@@H]2Oc3ccc(OC)cc3C(=O)[C@H]2OC(=O)NCc2ccc3c(c2)OCO3)c1	1	-33	97	-1.6	-4	6	-18	-2.5	-3
COc1ccccc1NC(=O)C/C(C)=N/NC(=O)c1ccccn1	-8	-12	100	-3.5	5	2	0	-7.7	0
CN(C)/C=C/C(=O)c1cccc(Cl)c1	8	-1	103	-3.5	2	32	5	-0.9	-2
CCN(CC)CCN(Cc1cc2cc3c(cc2[nH]c1=O)OCO3)C(=S)NC	2	0	108	0.1	2	8	6	-3.7	6
O=C(Nc1ccc(S(=O)(=O)Nc2nccs2)cc1)c1nn(-c2ccccc2)ccc1=O	35	-8	101	-2.5	3	-5	30	-4.3	13
CC1CC(C)CN(c2ncc3c(n2)CC(c2ccccc2Cl)CC3=O)C1 (stereo not drawn)	-16	1	95	-0.8	-8	39	3	-3.8	-5
COc1cc(/C=N/NC(=O)c2ccc(NC(=O)C3CC3)cc2)ccc1OC(C)=O	0	-27	96	-1.9	-5	8	-6	-1.2	1
COc1ccc(Cn2nnnc2C(c2ccccc2)N2CCN(C3CCCC3)CC2)cc1 (stereo not drawn)	19	10	112	-0.5	7	26	-7	-1.2	-3
FC(F)(F)c1ccccc1NC(=S)N/N=C1\CC2CC=CC12 (stereo not drawn)	-9	-11	97	1.8	-6	32	8	-1.8	5
Fc1ccccc1NC(=S)Nc1cccc2cnccc12	98*	0	94	2.4	-2	-8	-14	-2.1	9
CN(C)c1nc2n(c(=O)n1)CCO2	-4	9	96	-1.3	-4	-10	2	-1.4	0
O=C(N/N=C/c1cccn1-c1ccc([N+](=O)[O-])cc1)C(O)c1ccccc1 (stereo not drawn)	-2	-4	99	-1.6	3	24	8	-3.1	3
CC(C)N1C(=O)C2C(C(=O)NCc3ccccc3)C3C=CC2(O3)C1C(=O)NC(C)(C)C (stereo not drawn)	0	-8	105	-3.3	-1	4	12	-1.7	6
CCOC(=O)c1c(SC)[nH]c2c(Cl)cccc2c1=O	7	1	92	-3.1	-10	3	-7	-3.7	-3
COc1cc(SC)ccc1C(=O)NC1CCCc2ccccc21 (stereo not drawn)	5	-31	94	-1.5	0	29	11	-1.3	8

Retrieved by structure from above (7):
SMILES	UBC9 SUMO inh	DNA FID counter	MEKK2wt PB1 HTS	VIM-2 inhibitor	MEKK2 mut-MEK5	NALP1 yeast inh	HCV NS3 hel inh	IMP-1 inh	PfM18AAP inh
Cc1ccc(/C(N)=N/OC(=O)c2ccc(C)cc2Cl)cc1	-14	-2	104	-2.5	3	36	10	-0.8	-1
COc1cc(OC)cc(-c2nnc(SCc3ccc(C(=O)O)cc3)o2)c1	7	-38	104	-2.5	5	0	-13	-3.4	-19
CN(C)S(=O)(=O)n1cc(/C=C(\NC(=O)c2ccccc2F)C(=O)N2CCOCC2)c2ccccc21	0	-34	102	-2.8	2	24	1	-1.1	2
COc1cccc([C@@H]2Oc3ccc(OC)cc3C(=O)[C@H]2OC(=O)NCc2ccc3c(c2)OCO3)c1	1	-33	97	-1.6	-4	6	-18	-2.5	-3
Nc1cc([N+](=O)[O-])ccc1N1C(=O)CCCC1=O	15	2	101	-2.4	3	30	-3	-0.6	0
CC(C)CC(N=Cc1c(O)c2ccccc2oc1=O)C(=O)O (stereo not drawn)	2	-31	93	-2.0	-2	4	31	-4.3	5
COc1cc(/C=N/NC(=O)c2ccc(NC(=O)C3CC3)cc2)ccc1OC(C)=O	0	-27	96	-1.9	-5	8	-6	-1.2	1

The results go on.
SMILES	UBC9 SUMO inh	DNA FID counter	MEKK2wt PB1 HTS	VIM-2 inhibitor	MEKK2 mut-MEK5	NALP1 yeast inh	HCV NS3 hel inh	IMP-1 inh	PfM18AAP inh
CC(=O)Nc1ccc(S(=O)(=O)N2CCCC(C(=O)N3CCN(c4ccccc4)CC3)C2)cc1 (stereo not drawn)	11	-30	107	-3.0	9	0	2	-3.9	-1
O=[N+]([O-])c1cccc2ccc(/C=C/c3cccc(Br)c3)nc12	15	4	91	-2.7	-1	·	-2	-1.9	4
CCCCc1nc(SCC(=O)Nc2ccc(S(N)(=O)=O)cc2)n[nH]1	17	-3	101	-3.9	0	7	-3	-1.6	-5
C/C(=N/N1CCN(c2ccccn2)CC1)c1cccc([N+](=O)[O-])c1	-21	-6	107	-3.5	0	23	1	-2.4	2
Cn1c(CC(=O)Nc2ccc(F)cc2)nnc1SCC(=O)NC1CCCCC1	2	-14	109	-3.2	5	14	0	-1.1	-1
CCOCCCN(C(=O)Cn1nnc2ccccc21)C(C(=O)NCc1ccco1)c1ccncc1 (stereo not drawn)	2	-9	105	-2.5	5	4	1	-0.5	3

From PubChem
